Assay outcomes (PubChem)
RGS7-Gao reg: modulates binding of RGS7 to human Galphao. binding response (% of control), % at 10 µM. AID 1439. P09471. Multiplexed bead flow cytometry; actives lie on both sides. 0.35% of 220,000 active; in the data active = binding response below about 49% or above about 150%; inconclusive = no clear call, values can overlap the other calls; inactive = in between;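 also: fluorescent Galphao held in activated GDP-AlF4 state binding bead-coupled RGS7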
Bcl-B Bim block: disrupts Bim peptide binding to human Bcl-B. Q9HD36. bead-based flow cytometry. inhibition, % at 10 µM. 0.073% of 190,000 active. AID 951;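 also: 0% = tracer peptide without compound and 100% = reference inhibitor peptide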
Target sequence (Q9HD36 whole entry, looked up): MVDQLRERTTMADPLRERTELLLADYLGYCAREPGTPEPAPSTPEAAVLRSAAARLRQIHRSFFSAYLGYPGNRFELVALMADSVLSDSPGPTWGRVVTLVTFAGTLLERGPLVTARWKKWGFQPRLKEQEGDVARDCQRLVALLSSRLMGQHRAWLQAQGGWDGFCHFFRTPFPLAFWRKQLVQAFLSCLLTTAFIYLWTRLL
ABCG2 inh: inhibitors of human ABCG2 transporter, ABCB1 counter-screen. Q9UNQ0. IgMXP3 cells, JC-1 efflux, flow cytometry. inhibition, % at 6.6 µM. 0.1% of 190,000 active. AID 1325;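 active = inhibition above 80%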;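 also: 0% = DMSO and 100% = nicardipine control wells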
Target sequence (Q9UNQ0 whole entry, looked up): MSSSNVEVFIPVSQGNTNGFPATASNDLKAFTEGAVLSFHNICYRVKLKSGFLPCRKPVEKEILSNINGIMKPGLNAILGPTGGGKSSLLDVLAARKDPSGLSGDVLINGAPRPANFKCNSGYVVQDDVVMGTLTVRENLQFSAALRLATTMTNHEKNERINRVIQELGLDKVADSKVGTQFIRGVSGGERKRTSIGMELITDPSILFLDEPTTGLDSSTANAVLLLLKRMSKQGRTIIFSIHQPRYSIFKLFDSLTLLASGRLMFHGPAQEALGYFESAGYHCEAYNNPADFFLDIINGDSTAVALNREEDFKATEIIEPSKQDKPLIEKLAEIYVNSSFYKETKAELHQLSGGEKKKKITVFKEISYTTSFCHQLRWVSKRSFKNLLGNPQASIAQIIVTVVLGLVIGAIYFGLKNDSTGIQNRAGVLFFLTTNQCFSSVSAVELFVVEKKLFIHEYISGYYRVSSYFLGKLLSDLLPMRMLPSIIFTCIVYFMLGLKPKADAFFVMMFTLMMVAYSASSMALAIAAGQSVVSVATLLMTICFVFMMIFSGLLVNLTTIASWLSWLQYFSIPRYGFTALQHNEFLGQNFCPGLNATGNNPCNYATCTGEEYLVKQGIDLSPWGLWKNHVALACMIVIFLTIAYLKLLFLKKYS
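Measure – % inhibition of efflux relative to nicardipine and DMSO · Test system – ABCG2 IgMXP3 and barcoded ABCB1 CCRF-Adr cell mix · Control set – nicardipine as high control, DMSO as low control · Compound – one concentration, 6.6 µM final · Signal – flow cytometry of retained JC-1 fluorescence · Timing – 10 min exposure at 25 °C with rotation, no wash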
Bim-Bfl-1: inhibitors of Bim-Bfl-1 interaction, human. 0.12% of 190,000 active. Bead-based flow cytometry, Bim-Bfl-1 binding inhibition. inhibition, % at 10 µM. Q16548;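 also: 0% = wells without compound plus tracer and 100% = blocker peptide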
ABCB1 block: blocks JC-1 efflux by human ABCB1 transporter; P08183; CCRF-Adr cells, flow cytometry; inhibition, % at 6.6 µM; 0.067% of 190,000 active; AID 1326; in the data active = inhibition above about 40%;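 also: 0% = vehicle and 100% = reference inhibitor; higher value means more JC-1 retained so stronger ABCB1 efflux block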
Bcl-XL Bim block: inhibitors of Bim-Bcl-XL interaction, human | Q07817 | Bim peptide-Bcl-XL binding, bead flow cytometry, fluorescence | inhibition, % at 10 µM | 0.04% of 190,000 active
Bcl-2 Bim block: inhibitors of Bim-Bcl-2 interaction, human | Bead-based flow cytometry, Bim peptide-Bcl-2 binding | inhibition, % at 10 µM | 0.06% of 190,000 active; in the data active = inhibition above about 40%; inconclusive = no clear call, values can overlap the other calls;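 also: 0% = no compound wells with probe peptide and 100% = reference peptide inhibitor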
RGS4-Gao reg: human RGS4-Galphao interaction regulation | AID 1415 | Multiplexed bead flow cytometry, RGS4-Galphao binding; actives lie on both sides | binding response (% of control), % at 10 µM | 0.33% of 220,000 active; in the data active = binding response below about 49% or above about 150%; inactive = in between;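 also: fluorescent Galphao activated with aluminum fluoride binding bead-coupled RGS4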
Bcl-W Bim block: disrupts Bim peptide binding to human Bcl-W; bead-based flow cytometry; 0.02% of 190,000 active; AID 952; Q92843; inhibition, % at 10 µM;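 also: 0% = bound tracer without compound and 100% = peptide blocker; higher means less fluorescent Bim peptide bound to Bcl-W beads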
Target sequence (Q92843 whole entry, looked up): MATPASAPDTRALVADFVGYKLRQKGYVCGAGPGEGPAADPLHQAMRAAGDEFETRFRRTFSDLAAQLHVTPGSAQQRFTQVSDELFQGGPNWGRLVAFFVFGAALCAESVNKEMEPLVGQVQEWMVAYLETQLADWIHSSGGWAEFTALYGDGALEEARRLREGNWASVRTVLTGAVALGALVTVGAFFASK
GSH fluor: GSH bead compound fluorescence profile. GSH beads flow cytometry, compound fluorescence 488/530 nm; hits give high values. fluorescence (KMESF) at 10 µM. 0.25% of 190,000 active; in the data active = fluorescence above about 89;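 also: glutathione beads carrying GST-tagged Bcl family fusion proteins plus one bare bead set; values are compound well signal with DMSO vehicle wells as background; inactives centre near 16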
RGS8-Gao reg: human RGS8-Galphao interaction regulation | AID 1423 | multiplexed bead flow cytometry, RGS8-Galphao binding; actives lie on both sides | P09471 | response (percent of control binding), % at 10 µM | 0.34% of 220,000 active; in the data active = response below about 60% or above about 140%; inactive = in between;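 also: Galphao activated as the GDP aluminium fluoride complex binding bead-coupled RGS8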
Numbers without * were called inactive. Rule as the data show it, unless noted: active = inhibition above about 40%. No enrichment for hits, and some 1.1% of all compounds hit somewhere here.

Brc1ccc(/C=N/Nc2ncnc3c2cnn3Cc2ccccc2)cc1 was read as RGS7-Gao reg 117.2, Bcl-B Bim block -3.0, ABCG2 inh 0.1, Bim-Bfl-1 0.0, ABCB1 block -0.3, Bcl-XL Bim block 0.0, Bcl-2 Bim block -4.0, RGS4-Gao reg 123.8, Bcl-W Bim block 0.0, GSH fluor 11 and RGS8-Gao reg 108.7.
`CCCOc1ccc(C(CC(=O)O)NS(=O)(=O)c2ccc(NC(C)=O)cc2)cc1` (configuration not stated) gave RGS7-Gao reg 106.8, Bcl-B Bim block -3.0, Bim-Bfl-1 -10.0, Bcl-XL Bim block -2.0, Bcl-2 Bim block -1.0, RGS4-Gao reg 103.8, Bcl-W Bim block -1.0, GSH fluor 16 and RGS8-Gao reg 102.1.
For O=C(O)c1ccc(CNCc2ccc(F)cc2)cc1 the results were RGS7-Gao reg inconclusive, Bcl-B Bim block 2.0, ABCG2 inh 3.8, Bim-Bfl-1 4.0, ABCB1 block 0.4, Bcl-XL Bim block 2.0, Bcl-2 Bim block 4.0, RGS4-Gao reg 101.6, Bcl-W Bim block 5.0, GSH fluor 11 and RGS8-Gao reg 102.1.
For COc1ccc(-c2csc3ncnc(NCCN4CCOCC4)c23)cc1 the results were RGS7-Gao reg 96.4, Bcl-B Bim block -12.0, ABCG2 inh 2.5, Bim-Bfl-1 -13.0, ABCB1 block 0.9, Bcl-XL Bim block -1.0, Bcl-2 Bim block -13.0, RGS4-Gao reg 99.6, Bcl-W Bim block -2.0, GSH fluor 24 and RGS8-Gao reg 99.5.
`CCOC(=O)c1c(C)[nH]c(C)c1C(=O)CSc1nc(N)cc(=O)[nH]1` gave RGS7-Gao reg 88.6, Bcl-B Bim block 0.0, ABCG2 inh 1.1, Bim-Bfl-1 -2.0, ABCB1 block 0.6, Bcl-XL Bim block 0.0, Bcl-2 Bim block 3.0, RGS4-Gao reg 91.3, Bcl-W Bim block -1.0, GSH fluor 14 and RGS8-Gao reg 91.9.
For COc1ccc(Cl)c(NC(=O)NCCN2CCN(c3ccccc3)CC2)c1 the results were RGS7-Gao reg 92.9, Bcl-B Bim block -7.0, ABCG2 inh 2.3, Bim-Bfl-1 -12.0, ABCB1 block 0.6, Bcl-XL Bim block 0.0, Bcl-2 Bim block -6.0, RGS4-Gao reg 94.7, Bcl-W Bim block 2.0, GSH fluor 44 and RGS8-Gao reg 96.5.
Cc1cc(Cn2ccnc2)c(C)cc1Cn1ccnc1 was read as RGS7-Gao reg 101.3, Bcl-B Bim block -4.0, ABCG2 inh 2.5, Bim-Bfl-1 -1.0, ABCB1 block 0.7, Bcl-XL Bim block 0.0, Bcl-2 Bim block -5.0, RGS4-Gao reg 100.3, Bcl-W Bim block -4.0, GSH fluor 23 and RGS8-Gao reg 103.9.
For O=C(O)CS(=O)CC(=O)Nc1cccc(C(F)(F)F)c1 (configuration not stated) the results were RGS7-Gao reg 96.2, Bcl-B Bim block -1.0, ABCG2 inh 1.5, Bim-Bfl-1 -4.0, ABCB1 block 0.2, Bcl-XL Bim block -4.0, Bcl-2 Bim block 0.0, RGS4-Gao reg 101.0, Bcl-W Bim block -2.0, GSH fluor 16 and RGS8-Gao reg 99.4.
Screening CCOc1ccc(/C=C/c2c([N+](=O)[O-])c(=O)n(C)c(=O)n2C)cc1 returned RGS7-Gao reg 94.8, Bcl-B Bim block -2.0, ABCG2 inh 12.8, Bim-Bfl-1 -4.0, ABCB1 block 1.0, Bcl-XL Bim block 1.0, Bcl-2 Bim block -2.0, RGS4-Gao reg 98.0, Bcl-W Bim block 0.0, GSH fluor 19 and RGS8-Gao reg 100.8.
For COc1ccc(C(=O)C[n+]2ccccc2/C=N/O)cc1 the results were RGS7-Gao reg 98.3, Bcl-B Bim block -2.0, ABCG2 inh 3.6, Bim-Bfl-1 0.0, ABCB1 block 1.2, Bcl-XL Bim block -2.0, Bcl-2 Bim block 0.0, RGS4-Gao reg 101.5, Bcl-W Bim block -4.0, GSH fluor 8 and RGS8-Gao reg 100.4.
Fc1ccccc1CSc1nc2ncc(Br)cc2[nH]1 was read as RGS7-Gao reg 93.8, Bcl-B Bim block -6.0, ABCG2 inh 0.3, Bim-Bfl-1 -3.0, ABCB1 block 0.3, Bcl-XL Bim block -15.0, Bcl-2 Bim block -2.0, RGS4-Gao reg 84.1, Bcl-W Bim block -1.0, GSH fluor 33 and RGS8-Gao reg 89.7.
O=C(CSc1nnnn1-c1ccccc1)c1cc2ccccc2oc1=O was read as RGS7-Gao reg 95.0, Bcl-B Bim block -1.0, ABCG2 inh 0.6, Bim-Bfl-1 0.0, ABCB1 block 0.1, Bcl-XL Bim block 2.0, Bcl-2 Bim block -1.0, RGS4-Gao reg 93.7, Bcl-W Bim block -3.0, GSH fluor 16 and RGS8-Gao reg 96.5.
CN(C(=S)Nc1ccc(Oc2ccccc2)cc1)C1CCCCC1 was read as RGS7-Gao reg 84.6, Bcl-B Bim block -4.0, ABCG2 inh -5.6, Bim-Bfl-1 2.0, ABCB1 block -1.8, Bcl-XL Bim block -3.0, Bcl-2 Bim block 4.0, RGS4-Gao reg 87.3, Bcl-W Bim block -1.0, GSH fluor 6 and RGS8-Gao reg 72.2.
`Cc1cc(C)cc(N(CC(=O)NC2CCC(C)CC2)S(=O)(=O)c2c(C)noc2C)c1` (configuration not stated) gave RGS7-Gao reg 100.9, Bcl-B Bim block 0.0, ABCG2 inh -0.7, Bim-Bfl-1 0.0, ABCB1 block 0.3, Bcl-XL Bim block -3.0, Bcl-2 Bim block -1.0, RGS4-Gao reg 97.6, Bcl-W Bim block -4.0, GSH fluor 13 and RGS8-Gao reg 98.7.
`O=C(CN1CCN(S(=O)(=O)/C=C/c2ccccc2)CC1)NC(=O)NCc1ccco1` gave RGS7-Gao reg 92.8, Bcl-B Bim block 1.0, ABCG2 inh -1.0, Bim-Bfl-1 0.0, ABCB1 block 0.0, Bcl-XL Bim block 0.0, Bcl-2 Bim block 1.0, RGS4-Gao reg 93.4, Bcl-W Bim block 3.0, GSH fluor 10 and RGS8-Gao reg 101.4.
Screening Cc1ccccc1CN1CCN(CC(=O)NCc2ccc3c(c2)OCO3)C1=O returned RGS7-Gao reg 99.1, Bcl-B Bim block -11.0, ABCG2 inh -3.3, Bim-Bfl-1 -19.0, ABCB1 block 0.4, Bcl-XL Bim block -5.0, Bcl-2 Bim block -10.0, RGS4-Gao reg 99.0, Bcl-W Bim block 0.0, GSH fluor 24 and RGS8-Gao reg 100.5.
Screening CC(C)(C)NC(=O)NC(=O)COC(=O)Cc1c(Cl)cccc1Cl returned RGS7-Gao reg 100.3, Bcl-B Bim block -1.0, ABCG2 inh 3.7, Bim-Bfl-1 -5.0, ABCB1 block 0.1, Bcl-XL Bim block -4.0, Bcl-2 Bim block -3.0, RGS4-Gao reg 99.8, Bcl-W Bim block -1.0, GSH fluor 11 and RGS8-Gao reg 103.2.
CC(=O)NCCn1c(SCC(=O)NC2CCCCC2)nc2ccccc2c1=O was read as RGS7-Gao reg 104.5, Bcl-B Bim block -2.0, ABCG2 inh 2.2, Bim-Bfl-1 -4.0, ABCB1 block 0.1, Bcl-XL Bim block 0.0, Bcl-2 Bim block -5.0, RGS4-Gao reg 100.9, Bcl-W Bim block -4.0, GSH fluor 19 and RGS8-Gao reg 102.6.
CCCOc1ccc(C(C)=O)cc1CC(C(N)=O)C(N)=O was read as RGS7-Gao reg 100.1, Bcl-B Bim block -1.0, ABCG2 inh 7.8, Bim-Bfl-1 -4.0, ABCB1 block 0.4, Bcl-XL Bim block -3.0, Bcl-2 Bim block 0.0, RGS4-Gao reg 100.1, Bcl-W Bim block -3.0, GSH fluor 26 and RGS8-Gao reg 95.5.
`O=C(NC1CCCCC1)N1CCN(c2ccccc2)CC1` gave RGS7-Gao reg 99.3, Bcl-B Bim block 0.0, ABCG2 inh 2.6, Bim-Bfl-1 2.0, ABCB1 block 0.9, Bcl-XL Bim block -2.0, Bcl-2 Bim block 5.0, RGS4-Gao reg 97.9, Bcl-W Bim block 1.0, GSH fluor 20 and RGS8-Gao reg 99.9.
Screening COc1cccc(-c2nnc(SCC(=O)N3CCCc4ccccc43)o2)c1 returned RGS7-Gao reg 97.6, Bcl-B Bim block -12.0, ABCG2 inh 4.5, Bim-Bfl-1 -7.0, ABCB1 block 0.7, Bcl-XL Bim block -5.0, Bcl-2 Bim block -6.0, RGS4-Gao reg 99.3, Bcl-W Bim block -3.0, GSH fluor 24 and RGS8-Gao reg 100.7.
`O=C1c2ccccc2C(=O)C1c1ccncc1` gave RGS7-Gao reg 97.6, Bcl-B Bim block 0.0, ABCG2 inh 4.5, Bim-Bfl-1 -8.0, ABCB1 block 0.5, Bcl-XL Bim block 0.0, Bcl-2 Bim block -4.0, RGS4-Gao reg 98.2, Bcl-W Bim block 5.0, GSH fluor 25 and RGS8-Gao reg 102.0.
`CCN(CCn1cccn1)C(=O)CCc1nnc(-c2ccc3c(c2)OCO3)o1` gave RGS7-Gao reg 109.2, Bcl-B Bim block -5.0, ABCG2 inh 2.2, Bim-Bfl-1 -1.0, ABCB1 block 0.6, Bcl-XL Bim block -5.0, Bcl-2 Bim block 0.0, RGS4-Gao reg 106.6, Bcl-W Bim block 0.0, GSH fluor 20 and RGS8-Gao reg 101.1.
For C=CCn1c(SCC(=O)Nc2cc(C)c(Cl)cc2OC)nnc1-c1ccco1 the results were RGS7-Gao reg 99.2, Bcl-B Bim block -7.0, ABCG2 inh 3.8, Bim-Bfl-1 -11.0, ABCB1 block 1.2, Bcl-XL Bim block -6.0, Bcl-2 Bim block -7.0, RGS4-Gao reg 97.6, Bcl-W Bim block -2.0, GSH fluor 31 and RGS8-Gao reg 100.8.
`COc1ccccc1/C=C/C(=O)OCC(=O)c1c(N)n(C)c(=O)n(C)c1=O` gave RGS7-Gao reg 102.2, Bcl-B Bim block -6.0, ABCG2 inh -0.9, Bim-Bfl-1 -2.0, ABCB1 block -1.7, Bcl-XL Bim block -6.0, Bcl-2 Bim block -4.0, RGS4-Gao reg 100.8, Bcl-W Bim block -2.0, GSH fluor 11 and RGS8-Gao reg 101.3.
Screening Cc1ccc(NC(=O)NNC(=O)c2ccccc2)cc1 returned RGS7-Gao reg 102.9, Bcl-B Bim block -1.0, ABCG2 inh -1.3, Bim-Bfl-1 -3.0, ABCB1 block -0.4, Bcl-XL Bim block -1.0, Bcl-2 Bim block -4.0, RGS4-Gao reg 102.0, Bcl-W Bim block 0.0, GSH fluor 16 and RGS8-Gao reg 102.1.
`C=C(C(=O)c1ccccc1)C(c1ccccc1)C(C)C(=O)c1ccccc1` (configuration not stated) gave RGS7-Gao reg 99.1, Bcl-B Bim block 3.0, ABCG2 inh 21.0, Bim-Bfl-1 3.0, ABCB1 block 2.6, Bcl-XL Bim block 7.0, Bcl-2 Bim block 6.0, RGS4-Gao reg 102.3, Bcl-W Bim block 8.0, GSH fluor 10 and RGS8-Gao reg 99.2.
